ANO1 activ: mouse TMEM16A channel activation, primary screen | HEK293 TMEM16A/YFP-H148Q/I152L, iodide quench fluorescence; hits give low values | B-score at 10 µM | actives 0.3% (n = 340,000);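 active = fluorescence-ratio B-score plate-corrected deviation score at least 3 library SD below zero, with starting fluorescence score within 5 deviations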;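 also: channel opened by trigger with iodide after compound preincubation; score built on the fluorescence ratio of max minus min over baseline; more negative score means more quench and so TMEM16A activation or potentiation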
hERG protect: hERG (human) protection from proarrhythmic block; activation (rescue from dofetilide block), less the hit threshold, % at 10 µM; Q12809; CHO-hERG, FluxOR thallium flux, dofetilide IC70 present; actives 0.51% (n = 310,000);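 active = activation above the mean of controls blocked by dofetilide plus 5 SD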;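 also: thallium influx through hERG after potassium depolarization seen as dye fluorescence rise; in these data hits start at about 4.7%; inactives centre near -7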
KCNQ1 pot: potentiators or activators of human KCNQ1 potassium channel; P51787; CHO-K1 KCNQ1, thallium flux FluxOR fluorescence; hits give high values; B-score at 10 µM; actives 0.35% (n = 310,000);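 active = fluorescence ratio B-score, a plate-corrected score, at least three library SD, with initial intensity B-score within 5 SD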
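Assay system: stable KCNQ1 CHO-K1 line; medium: assay buffer, equal DMSO in all wells; timing: 90 min dye loading and 20 min compound exposure, both at room temperature; technique: kinetic FluxOR thallium fluorescence, 10-s 1-Hz baseline, 110-s post-stimulus read; read-out basis: B score of baseline-normalized fluorescence ratio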
KCNK3 block: human KCNK3 channel inhibition, primary screen; O14649; CHO-KCNK3 thallium flux, FluxOR fluorescence; hits give low values; B-score at 10 µM; actives 0.84% (n = 340,000); AID 602410;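 active = B-score under library mean minus 4 SD, starting fluorescence ratio at most library mean plus 5 SD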;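 also: more negative B-score means stronger inhibition of thallium flux through KCNK3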
Target sequence (O14649 whole entry, looked up): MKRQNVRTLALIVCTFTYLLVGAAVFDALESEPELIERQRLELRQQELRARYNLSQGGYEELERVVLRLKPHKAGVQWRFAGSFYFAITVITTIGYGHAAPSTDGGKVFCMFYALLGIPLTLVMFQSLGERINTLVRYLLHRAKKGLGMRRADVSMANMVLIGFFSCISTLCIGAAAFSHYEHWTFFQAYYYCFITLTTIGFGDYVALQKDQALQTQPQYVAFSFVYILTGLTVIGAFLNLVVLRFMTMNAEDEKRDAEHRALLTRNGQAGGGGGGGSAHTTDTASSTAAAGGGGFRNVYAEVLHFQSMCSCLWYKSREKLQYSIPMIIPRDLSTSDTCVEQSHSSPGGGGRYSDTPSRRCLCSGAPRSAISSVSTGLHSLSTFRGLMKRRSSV
TRPC4 agonist: TRPC4 (mouse) channel activation; Q9QUQ5; HEK293 TRPC4beta/mu-opioid, Fluo4 calcium fluorescence; hits give high values; B-score at 10 µM; actives 0.49% (n = 310,000);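 active = B-score above 5 SD of library B-scores, and initial fluorescence ratio not above library mean plus 5 SD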;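 also: positive B-score marks a calcium rise read as TRPC4 activation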
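Assay system: HEK293 stable line with TRPC4beta plus mu-opioid receptor. Times: dye 45 min RT, read 110 s. Measured by: kinetic Fluo4 calcium fluorescence. Measure: B score of integrated ratio. Controls: assay buffer as low control, maximal DAMGO as high control.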
HDAC3 inhib: human HDAC3 inhibition | O15379 | recombinant HDAC3, fluorogenic peptide/trypsin coupled, fluorescence | inhibition, % at 8.3 µM | actives 0.15% (n = 320,000) | AID 2718; in the data active = inhibition above about 26%, passing the limit was not always enough
KCNQ1 block: blocks the human KCNQ1 potassium channel | P51787 | CHO-K1 KCNQ1, FluxOR thallium flux fluorescence; hits give high values | B-score at 10 µM | actives 1.3% (n = 310,000) | AID 2642;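 active = compounds whose thallium flux B-score, printed positive for inhibition, exceeds three library SD while starting fluorescence stays within three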;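 also: channel opened by potassium depolarization with thallium stimulus after 20 min compound exposure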
TRPC4 potent: allosterically enhances the mouse TRPC4 cation channel; B-score at 10 µM; AID 2227; actives 0.42% (n = 310,000); HEK293 TRPC4beta/mu-opioid, DAMGO EC20, Fluo-4 Ca2+ flux; hits give high values; Q9QUQ5;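 active = B-score of calcium response area above 5 SD of library B-scores, with initial fluorescence ratio within 5 SD of library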;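 also: B-score of integrated fluorescence ratio over time as area under calcium response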
KCNK9 inh: inhibitors of human KCNK9 two-pore domain potassium channel; actives 1.2% (n = 310,000); B-score at 10 µM; HEK293 KCNK9, FluxOR thallium flux fluorescence; hits give low values; Q9NPC2;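 active = ratio B-score over 3 SD below the library mean, with starting fluorescence within 5 SD of its mean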;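 also: negative B-score means less thallium flux so channel inhibition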
Target sequence (Q9NPC2 whole entry, looked up, the tested form may be a part): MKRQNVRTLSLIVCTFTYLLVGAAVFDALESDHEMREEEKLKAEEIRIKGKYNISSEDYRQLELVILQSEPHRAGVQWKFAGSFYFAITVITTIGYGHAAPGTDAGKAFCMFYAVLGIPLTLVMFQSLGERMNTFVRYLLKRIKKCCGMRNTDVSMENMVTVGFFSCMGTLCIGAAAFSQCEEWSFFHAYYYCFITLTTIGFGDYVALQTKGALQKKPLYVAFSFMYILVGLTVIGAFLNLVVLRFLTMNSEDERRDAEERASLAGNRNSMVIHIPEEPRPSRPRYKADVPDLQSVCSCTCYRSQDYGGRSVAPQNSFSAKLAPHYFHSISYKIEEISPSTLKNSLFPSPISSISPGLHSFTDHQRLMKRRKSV
ANO1 block: mouse TMEM16A channel inhibition, primary screen; Q8BHY3; HEK293 TMEM16A/YFP iodide influx fluorescence, ionomycin; normalized B-score (activity score, 25-100; higher = stronger inhibition) at 10 µM; actives 1.2% (n = 310,000); AID 588511;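 active = ratio plate-corrected score three or more library SD toward inhibition, starting fluorescence score within five deviations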;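 also: score derived from kinetic fluorescence span divided by baseline fluorescence per well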
DYRK1A inh: inhibitors of rat Dyrk1A kinase | AID 504441 | ADP-Glo luminescence, NFATc1 peptide | Q63470 | actives 0.43% (n = 310,000) | inhibition, % at 12.5 µM; in the data active = inhibition above about 50%;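 also: plate controls were vehicle with enzyme for no effect and no enzyme for full effect; many of its hits are not listed in these tables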
An asterisk follows results filed as active; i = inactive; . = not tested or not shown. The list is partial; count on the stated rates, not on these rows.

| cpd | Molecule | ANO1 activ | hERG protect | KCNQ1 pot | KCNK3 block | TRPC4 agonist | HDAC3 inhib |
| --- | --- | --- | --- | --- | --- | --- | --- |
| 1 | Cc1ccccc1NC(=S)NNC(=O)c1cccnc1 | i | -6 | i | i | i | 3 |
| 2 | CCOP(=O)(c1ccccc1)C(O)c1ccccc1 (stereo not drawn) | i | -3 | i | i | i | -3 |
| 3 | CCOC(=O)C1=C(C)N(C)C(=O)NC1c1ccc(C)s1 (stereo not drawn) | i | -5 | i | i | i | -10 |
| 4 | O=c1cc(CSc2nnc(COc3ccccc3Cl)o2)nc2sccn12 | i | -3 | i | i | i | 5 |
| 5 | Brc1cccc2sc(N3CCCC3)nc12 | i | -6 | i | i | i | 4 |
| 6 | O=C(NCCCN1CCOCC1)c1ccc(CNS(=O)(=O)c2ccc(Br)cc2)cc1 | i | -9 | i | i | i | . |
| 7 | Cc1cccc(N2CCN(c3ccc(N4C(=O)CCCC4=O)cc3[N+](=O)[O-])CC2)c1C | i | -7 | i | i | i | 3 |
| 8 | CC(C)C[C@@H](CO)N1CCN(Cc2cccc(C#N)c2)CCC1=O | i | -10 | i | i | i | 0 |
| 9 | COc1cc(C(=O)N2C[C@H]3CC[C@H]2C3)ccc1OC1CCN(C(C)=O)CC1 | i | -11 | i | i | i | 3 |
| 10 | Cc1ccc(CNC(=O)C2CCN(S(=O)(=O)c3cccs3)CC2)o1 | i | -16 | i | i | i | -5 |
| 11 | O=C1NC(=O)C2(COC(c3cccc([N+](=O)[O-])c3)OC2)S1 (stereo not drawn) | i | -2 | i | i | i | 6 |
| 12 | Cc1ccc(NC(=O)CNC(=O)c2cccc(C)c2)nc1 | i | -6 | i | i | i | 2 |

| cpd | KCNQ1 block | TRPC4 potent | KCNK9 inh | ANO1 block | DYRK1A inh |
| --- | --- | --- | --- | --- | --- |
| 1 | i | i | i | i | -5 |
| 2 | i | i | i | i | -6 |
| 3 | i | i | i | i | 1 |
| 4 | i | i | i | i | 0 |
| 5 | i | i | i | i | 0 |
| 6 | i | i | i | i | -10 |
| 7 | i | i | i | i | -3 |
| 8 | i | i | i | i | 4 |
| 9 | i | i | i | i | 5 |
| 10 | i | i | i | i | 0 |
| 11 | i | i | i | i | -2 |
| 12 | i | i | i | i | 3 |

Given with tabs: five of the compounds above.
cpd	structure	ANO1 activ	hERG protect	KCNQ1 pot	KCNK3 block	TRPC4 agonist	HDAC3 inhib	KCNQ1 block	TRPC4 potent	KCNK9 inh	ANO1 block	DYRK1A inh
1	Cc1ccccc1NC(=S)NNC(=O)c1cccnc1	i	-6	i	i	i	3	i	i	i	i	-5
2	CCOP(=O)(c1ccccc1)C(O)c1ccccc1 (stereo not drawn)	i	-3	i	i	i	-3	i	i	i	i	-6
3	CCOC(=O)C1=C(C)N(C)C(=O)NC1c1ccc(C)s1 (stereo not drawn)	i	-5	i	i	i	-10	i	i	i	i	1
4	O=c1cc(CSc2nnc(COc3ccccc3Cl)o2)nc2sccn12	i	-3	i	i	i	5	i	i	i	i	0
5	Brc1cccc2sc(N3CCCC3)nc12	i	-6	i	i	i	4	i	i	i	i	0

Quoted at random: 2 compounds from above
| cpd | Molecule | ANO1 activ | hERG protect | KCNQ1 pot | KCNK3 block | TRPC4 agonist | HDAC3 inhib |
| --- | --- | --- | --- | --- | --- | --- | --- |
| 6 | O=C(NCCCN1CCOCC1)c1ccc(CNS(=O)(=O)c2ccc(Br)cc2)cc1 | i | -9 | i | i | i | . |
| 1 | Cc1ccccc1NC(=S)NNC(=O)c1cccnc1 | i | -6 | i | i | i | 3 |

| cpd | KCNQ1 block | TRPC4 potent | KCNK9 inh | ANO1 block | DYRK1A inh |
| --- | --- | --- | --- | --- | --- |
| 6 | i | i | i | i | -10 |
| 1 | i | i | i | i | -5 |

Some of these compounds in order of the HDAC3 inhib value, high to low:
| No. | compound | ANO1 activ | KCNK3 block | TRPC4 agonist | HDAC3 inhib | KCNQ1 block | TRPC4 potent | KCNK9 inh | DYRK1A inh |
| --- | --- | --- | --- | --- | --- | --- | --- | --- | --- |
| 5 | Brc1cccc2sc(N3CCCC3)nc12 | i | i | i | 4 | i | i | i | 0 |
| 1 | Cc1ccccc1NC(=S)NNC(=O)c1cccnc1 | i | i | i | 3 | i | i | i | -5 |
| 12 | Cc1ccc(NC(=O)CNC(=O)c2cccc(C)c2)nc1 | i | i | i | 2 | i | i | i | 3 |

(list continues)
| cpd | Molecule | ANO1 activ | hERG protect | KCNQ1 pot | KCNK3 block | TRPC4 agonist | HDAC3 inhib |
| --- | --- | --- | --- | --- | --- | --- | --- |
| 13 | Cc1ccc(S(=O)(=O)Nc2ccc(-c3nc4ccc(C)cc4s3)cc2)cc1 | i | -5 | i | i | i | -41 |
| 14 | Cc1cccc(NC(=S)N/N=C/c2cccn2Cc2ccc(F)cc2)c1 | i | -5 | i | -9.3* | i | 7 |
| 15 | O=C1CSC(=S)N1/N=C/c1ccc2c(c1)OCCO2 | i | -8 | i | i | i | 4 |
| 16 | CCCCN(CC)C(=O)CN(C)S(=O)(=O)c1cccc2nsnc12 | i | -14 | i | i | i | 5 |
| 17 | Cc1cc(O)c(C(=O)/C=C/c2ccccc2O)c(=O)o1 | i | -5 | i | i | i | 3 |
| 18 | C=CCN(CCNP(=O)(OCC)OCC)CP(=O)(OCC)OCC | i | -6 | i | i | i | . |
| 19 | COc1ccc(N=C(N)N=C(N)N)c(OC)c1 | i | -6 | i | i | i | -2 |
| 20 | C(#Cc1ccccc1)C[N+]1(CC#Cc2ccccc2)CCCC1 | i | -11 | i | i | i | -16 |
| 21 | Nc1cc(Cl)ccc1N1CCCCCC1 | i | -8 | i | i | i | -3 |
| 22 | Cc1ccc(OCC(=O)NCc2cccs2)cc1 | i | -12 | i | i | i | -13 |
| 23 | CC1CN(c2oc(-c3ccccc3Cl)nc2C#N)CC(C)O1 (stereo not drawn) | i | -6 | i | i | i | 0 |
| 24 | COc1cc(S(=O)(=O)Nc2ccncc2)ccc1F | i | -3 | i | i | i | -7 |

| cpd | KCNQ1 block | TRPC4 potent | KCNK9 inh | ANO1 block | DYRK1A inh |
| --- | --- | --- | --- | --- | --- |
| 13 | i | i | i | i | -3 |
| 14 | i | i | -14* | i | -4 |
| 15 | i | i | i | i | -1 |
| 16 | i | i | i | i | 3 |
| 17 | i | i | i | i | -4 |
| 18 | i | i | i | i | -6 |
| 19 | i | i | i | i | 4 |
| 20 | i | i | i | i | 1 |
| 21 | i | i | i | i | 11 |
| 22 | i | i | i | i | -4 |
| 23 | i | i | i | i | 4 |
| 24 | i | i | i | i | -3 |

Source: PubChem
